Source: PubChem BioAssay
proCasp3 act: activators of human procaspase-3 | recombinant procaspase-3 D3A, Ac-DEVD-pNA absorbance 405 nm | activation, % at 8.5 µM | hit rate 0.11% among 330,000 | AID 463141;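 active = activation above the mean of all tested compounds plus 3 SD, cut at about 21% in these data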;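 also: 0% = DMSO alone and 100% = DMSO wells spiked with extra 5 µM PC-3 D3A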
Target sequence (P42574 whole entry D9A/D28A/D175A): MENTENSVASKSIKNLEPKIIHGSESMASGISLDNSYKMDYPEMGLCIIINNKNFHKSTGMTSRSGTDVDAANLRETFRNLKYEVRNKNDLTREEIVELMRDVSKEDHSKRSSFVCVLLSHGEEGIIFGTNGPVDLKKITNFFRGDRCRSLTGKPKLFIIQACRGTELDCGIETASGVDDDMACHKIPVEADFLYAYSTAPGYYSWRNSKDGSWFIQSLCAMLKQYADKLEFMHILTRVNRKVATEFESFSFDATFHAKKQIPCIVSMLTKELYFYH
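material = Procaspase-3 D3A mutant | probe or stimulus = Ac-DEVD-pNA | compound = single dose, 8.5 µM nominal compound, 0.8% DMSO | timing = 1 h preincubation, 2 h reaction | measured by = 405 nm absorbance of p-nitroaniline, reads at 0 and 120 min | benchmarks = DMSO-only low control, 5 µM PC-3 D3A high control | repeats = singlicate, each compound tested once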
PP5 inh: blocks human protein phosphatase 5 activity; inhibition, % at 6.7 µM; hit rate 0.18% among 320,000; purified PP5c, OMFP substrate fluorescence; P53041; AID 1987;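 active = inhibition above the campaign's mean inhibition across all tested compounds plus 3 SD, cut at about 9.5% in these data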;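 also: 0% = DMSO only and 100% = 100 µM cantharidin control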
Target sequence (P53041 whole entry, looked up): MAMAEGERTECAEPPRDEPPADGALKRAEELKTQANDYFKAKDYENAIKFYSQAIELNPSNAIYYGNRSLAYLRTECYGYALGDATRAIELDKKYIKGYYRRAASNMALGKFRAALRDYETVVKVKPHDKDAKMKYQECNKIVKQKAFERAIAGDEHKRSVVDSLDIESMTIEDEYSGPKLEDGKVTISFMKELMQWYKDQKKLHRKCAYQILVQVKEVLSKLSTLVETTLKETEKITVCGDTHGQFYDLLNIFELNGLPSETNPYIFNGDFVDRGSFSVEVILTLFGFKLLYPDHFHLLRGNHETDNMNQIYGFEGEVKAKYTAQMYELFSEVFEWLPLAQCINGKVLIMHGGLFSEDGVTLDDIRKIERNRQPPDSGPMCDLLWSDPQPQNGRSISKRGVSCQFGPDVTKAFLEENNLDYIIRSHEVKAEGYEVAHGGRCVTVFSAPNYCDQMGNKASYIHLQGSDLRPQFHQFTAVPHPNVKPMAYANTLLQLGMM
AHR activator: activates the human aryl hydrocarbon receptor. activation, % at 5 µM. AID 2796. AHR-responsive luciferase reporter cells, luminescence. hit rate 2.5% among 320,000; in the data active = activation above about 47%;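 also: 0% = vehicle wells and 100% = reference agonist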
TPT1 inh: C. albicans TPT1 enzyme inhibition; recombinant caTPT1, FP RNA substrate dephosphorylation; hit rate 0.81% among 300,000; inhibition, % at 5 µM;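 active = inhibition above the mean of all tested compounds plus 3 SD, set per screening campaign, cut at about 24% in these data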;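 also: plate controls were DMSO alone for no effect and ferristatin control at 100 nM for full effect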
PAFAH2 FP inh: PAFAH2 (human) inhibition; Q99487; recombinant PAFAH2, FP-rhodamine activity probe, fluorescence polarization; inhibition, % at 3.39 µM; hit rate 0.99% among 340,000; AID 492956;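 active = inhibition above the mean over all tested compounds plus 3 SD, cut at about 30% in these data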;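 also: inhibitors block probe labeling of enzyme so polarization drops; 0% = enzyme with DMSO and 100% = wells lacking PAFAH2 protein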
PP1 counter: counter-screen for PP5 inhibitors: inhibitors of human PP1-alpha; P62136; purified PP1alpha, OMFP fluorescence; inhibition, % at 6.7 µM; hit rate 0.9% among 320,000; AID 2235;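 active = inhibition above the mean inhibition of all tested compounds plus 3 SD, computed separately for each screening campaign, cut at about 15% in these data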
Target sequence (P62136 whole entry, looked up): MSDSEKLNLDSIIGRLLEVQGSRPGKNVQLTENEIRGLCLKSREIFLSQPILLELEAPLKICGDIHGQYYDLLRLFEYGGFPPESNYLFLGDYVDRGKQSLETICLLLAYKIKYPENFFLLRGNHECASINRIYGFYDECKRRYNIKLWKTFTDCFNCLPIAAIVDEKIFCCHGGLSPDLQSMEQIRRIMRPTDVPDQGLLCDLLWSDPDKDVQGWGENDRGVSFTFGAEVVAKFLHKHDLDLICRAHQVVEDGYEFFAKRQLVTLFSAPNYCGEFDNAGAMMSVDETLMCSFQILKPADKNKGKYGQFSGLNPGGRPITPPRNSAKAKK
CTSL1 counter: counter-screen for PFM18AAP inhibitors: inhibitors of F. hepatica cathepsin L1; recombinant F. hepatica cathepsin L1, Z-Leu-Arg-MCA fluorescence; inhibition, % at 5.96 µM; hit rate 0.49% among 300,000;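 active = inhibition above the mean of all tested compounds plus 3 SD, set per screening campaign, cut at about 17% in these data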;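 also: 0% = plate median of test compound wells and 100% = 1 µM Z-Phe-Ala-diazomethylketone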
core dimer inh: HCV core protein dimerization inhibition; TR-FRET GST/Flag-core106 dimerization, 1536-well; inhibition, % at 5 µM; hit rate 0.33% among 300,000;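 active = inhibition above the mean of all tested compounds plus 3 SD, set per screening campaign, cut at about 45% in these data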
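System: GST/Flag-tagged HCV core106 proteins. Incubation: compound-protein-antibody incubation 4 h at 22.5 °C. Technique: HTRF with 340 nm excitation, 617/671 nm emission. Medium: KF-containing HEPES buffer, pH 7.45, DTT, CHAPS, BSA. Read-out: inhibition (%) from 671 over 617 nm ratio. Also added: Eu(K)-anti-GST 90 ng/mL plus XL665-anti-Flag 1 µg/mL.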
proCasp7 act: activates human procaspase-7, counter-screen for procaspase-3 activators; P55210; recombinant procaspase-7, Ac-DEVD-pNA absorbance 405 nm; D23A/D198A/D206A triple mutant, cannot self-cleave; scale: DMSO 0, 5 µM enzyme 100; activation, % at 8.5 µM; hit rate 0.093% among 330,000; AID 463210;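 active = percent activation above the screen-wide mean plus 3 SD, cut at about 25% in these data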
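buffer or medium = Zinc-free HEPES/NaCl buffer, pH 7.4 | material = Procaspase-7 triple mutant (PC-7 D3A) | input = 2 µM procaspase-7 mutant as dispensed | signal = Epi-absorbance of released pNA at 405 nm, two timepoints | timing = 1 h preincubation, 2 h reaction | replicates = singlicate compound testing | evaluation = % activation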
The depositor's hits bear a star; · = no result given; & = joins results of further samples.

The line under a structure holds: proCasp3 act	PP5 inh	AHR activator	TPT1 inh	PAFAH2 FP inh	PP1 counter	CTSL1 counter	core dimer inh	proCasp7 act
Cc1ccnn1C(C)C(=O)O (stereo not drawn)
 : 1	2.5	1	2	6	3	-1	2	-5
COc1ccc(NC(=O)COc2ccc3c(c2)OCO3)cc1
 : 2	0.3	2	-2	4	-1	1	10	-5
O=C(O)CCN1C(=O)c2ccncc2C1=O
 : 6	0.6	-6	0	3	1	-2	-1	8
CCCCNC(=O)Nc1c(C)cc(SC#N)cc1C
 : -12	4.7	3	-6	-6	5	2	-15	-18
NC(=S)N/N=C/c1ccc(-c2ccc(Cl)c(Cl)c2)o1
 : -26	2.5	48*	3	4	6	23*	37	-22
O=C(CSc1ccccc1)Nc1ccc2c(c1)OCO2
 : -8	-3.0	4	-2	-6	0	-6	0	-7
O=C(Nc1ccccc1Cl)Nc1ccnn1C1CCN(C(=O)CCN2CCCO2)CC1
 : 5	1.3	1	-2	7	-2	5	3	-6
COc1cccc(C(=O)NCCN2CCN(c3ccccc3)CC2)c1
 : -3	3.4	2	-2	5	-3	2	-15	-12
O=C(O)c1cccc([N+](=O)[O-])c1C(=O)Nc1ccc2ccccc2c1
 : -13	2.2	60*	-5	1	4	-1	-31	-10
NC(=O)c1cc2cc([N+](=O)[O-])ccc2oc1=O
 : 16	3.8	-1	4	-6	1	2	-5	21
Cn1c2ccccc2c2nnc(SCC(=O)Nc3cccc(C(=O)O)c3)nc21
 : 4	0.4	7	-2	1	0	-1	2	-1
CCN1CCN(c2ccc(Nc3ccnc4ccccc34)cc2)CC1
 : 7	-1.9	8	·	-1	-1	·	·	8
COc1ccc(OC)c(NC=C2C(=O)OC3(CCCCC3)OC2=O)c1
 : -8	3.9	6	0	5	-5	-2	-2	-9
COc1ccc(N2CCN(C(=O)CCNS(=O)(=O)c3ccccc3)CC2)cc1
 : -5	-0.6	0	-2	4	-2	-2	2	3
CC(=O)c1c(NC(=O)c2ccccc2)[nH]c(-c2ccccc2)nc1=S
 : 6	-0.4	16	0	-1	0	0	0	-12
C=C(C)Cn1c(SCC(=O)NCc2ccco2)nc2sc3c(c2c1=O)CCC3
 : -3	-0.5	2	-1	-3	3	1	6	0
COc1cc(/C=N/Nc2ccc(Cl)c(C(=O)O)c2)ccc1OC(=O)c1cccs1
 : -6	-0.8	6	-2	11	4	5	4	-10
Cc1cc(C)nc(NC(=NCCc2c[nH]c3ccccc23)NC(=O)Nc2ccc(Cl)c(Cl)c2)n1
 : 5	-0.7	6	1	-40	0	5	1	-1
CC(C)Oc1ccc(S(=O)(=O)N2CCOCC2)cc1NC(=O)CN1C(=O)NC2(CCCC2)C1=O
 : 8	1.9	-4	-1	-6	1	-3	-3	-6
COc1ccc(N2CCC(CNC(=O)Nc3ccc(C)c(C)c3)C2)cc1 (stereo not drawn)
 : -5	3.3	7	7	1	0	-4	-7	-5
Cc1ccc(C(=O)NCC(=O)Nc2ccc(S(=O)(=O)Nc3cc(C)nc(C)n3)cc2)cc1
 : -8	·	0	·	4	·	·	·	-1
O=C(CN1CCN(c2ccccn2)CC1)Nc1cc(F)ccc1F
 : 0	1.0	2	2	1	-1	-2	-2	8
CCOc1ccccc1Nc1nnc(SCC(=O)Nc2nc(-c3ccc(OC)cc3)cs2)s1
 : 2	1.1	38	7	-12	5	-2	17	1
Cc1ccc(NC(=O)c2ccc(Cl)nc2)cc1S(=O)(=O)N1CCOCC1
 : 7	·	8	·	3	·	·	·	5
Cc1ccccc1C(=O)c1c[nH]c(C(N)=O)c1
 : 6	-0.7	2	4	-6	-1	5	-1	0
COc1ccc(CCNC(=O)CN(c2cc(C)cc(C)c2)S(=O)(=O)c2c(C)noc2C)cc1OC
 : 3	-0.8	0	-2	3	-1	4	10	1
CCCCNC(=O)C1CCCN1C(=O)Nc1ccccc1 (stereo not drawn)
 : 12	-0.6	1	-1	-1	-4	-3	9	4
Cc1ccc(-n2c(Cc3cccn3C)nnc2SCC(=O)NC2CCCCC2)cc1
 : -7	3.8	0	1	3	-7	-2	0	-12
N#C/C(=C/c1ccc(-c2ccc(Br)cc2)o1)C(=O)NC1CCCCC1
 : -36	2.7	3	2	-7	3	3	13	-38
CCNS(=O)(=O)c1ccc(CCC(=O)NCc2cccnc2)cc1
 : -2	-0.6	-1	-3	4	2	-1	-7	-2

An excerpt from above in order of number of heavy atoms, ascending:
The line under a structure holds: proCasp3 act	PP5 inh	AHR activator	TPT1 inh	PAFAH2 FP inh	PP1 counter	CTSL1 counter	core dimer inh	proCasp7 act
CCCCNC(=O)C1CCCN1C(=O)Nc1ccccc1 (stereo not drawn)
 : 12	-0.6	1	-1	-1	-4	-3	9	4
CCNS(=O)(=O)c1ccc(CCC(=O)NCc2cccnc2)cc1
 : -2	-0.6	-1	-3	4	2	-1	-7	-2
N#C/C(=C/c1ccc(-c2ccc(Br)cc2)o1)C(=O)NC1CCCCC1
 : -36	2.7	3	2	-7	3	3	13	-38
Cc1ccc(NC(=O)c2ccc(Cl)nc2)cc1S(=O)(=O)N1CCOCC1
 : 7	·	8	·	3	·	·	·	5
Cc1ccc(-n2c(Cc3cccn3C)nnc2SCC(=O)NC2CCCCC2)cc1
 : -7	3.8	0	1	3	-7	-2	0	-12
Cc1ccc(C(=O)NCC(=O)Nc2ccc(S(=O)(=O)Nc3cc(C)nc(C)n3)cc2)cc1
 : -8	·	0	·	4	·	·	·	-1
CCOc1ccccc1Nc1nnc(SCC(=O)Nc2nc(-c3ccc(OC)cc3)cs2)s1
 : 2	1.1	38	7	-12	5	-2	17	1
CC(C)Oc1ccc(S(=O)(=O)N2CCOCC2)cc1NC(=O)CN1C(=O)NC2(CCCC2)C1=O
 : 8	1.9	-4	-1	-6	1	-3	-3	-6
COc1ccc(CCNC(=O)CN(c2cc(C)cc(C)c2)S(=O)(=O)c2c(C)noc2C)cc1OC
 : 3	-0.8	0	-2	3	-1	4	10	1

More structures
The line under a structure holds: proCasp3 act	PP5 inh	AHR activator	TPT1 inh	PAFAH2 FP inh	PP1 counter	CTSL1 counter	core dimer inh	proCasp7 act
COc1ccccc1NC(=O)CSc1nnc(C2CCCCC2)n1-c1ccccc1
 : -4	3.1	2	3	6	-7	-6	13	-4
COc1ccc(OCC(=O)NCC(c2cccs2)N2CCOCC2)cc1 (stereo not drawn)
 : 12	0.8	2	-1	4	-5	1	2	-5
N#C/C(=C\c1cccnc1)C(=O)Nc1ccc(Cl)cc1
 : 14	1.0	37	-1	0	-2	0	-9	2
COc1ccc(-n2nnc3c(=O)n(CC(=O)OCc4ccccc4)cnc32)cc1
 : 4	1.7	0	0	2	1	-3	3	6
c1ccc2c(c1)ccc1ccccc12
 : 0	·	0	·	2	·	·	·	6
O=C(NCCCl)Nc1cccc(Br)c1
 : -2	-2.9	10	-1	3	-6	1	-3	7
COC(=O)CC1(c2ccccc2)C(=O)c2ccccc2C1=O
 : 2	0.8	2	-2	6	0	-7	0	-11
Cc1cccc(C(=O)OCC(=O)NN2C(=O)NC3(CCC(C)CC3)C2=O)c1O (stereo not drawn)
 : 7	-2.2	1	0	1	-3	-3	0	2
COC(=O)c1cc(C(C)=O)n2ccccc12
 : -3	1.9	0	1	7	-2	2	2	9
CC1CC(C)CN(C(=O)CCCn2c(=O)c3cccn3c3cccnc32)C1 (stereo not drawn)
 : 8	0.4	-1	-1	2	3	2	-4	-10

Single records, from the list above:
c1ccc2c(c1)ccc1ccccc12 reads proCasp3 act: 0; PP5 inh: ·; AHR activator: 0; TPT1 inh: ·; PAFAH2 FP inh: 2; PP1 counter: ·; CTSL1 counter: ·; core dimer inh: ·; proCasp7 act: 6
COC(=O)c1cc(C(C)=O)n2ccccc12 reads proCasp3 act: -3; PP5 inh: 1.9; AHR activator: 0; TPT1 inh: 1; PAFAH2 FP inh: 7; PP1 counter: -2; CTSL1 counter: 2; core dimer inh: 2; proCasp7 act: 9

New compounds follow.
The line under a structure holds: proCasp3 act	PP5 inh	AHR activator	TPT1 inh	PAFAH2 FP inh	PP1 counter	CTSL1 counter	core dimer inh	proCasp7 act
Cc1cccc(NC(=O)COC(=O)C2COc3ccccc3O2)c1C (stereo not drawn)
 : 9	·	-1	·	0	·	·	·	4
CC1(C)Cc2nc(Cl)c(C(N)=O)cc2CO1
 : 3	-1.5	0	2	-2	-1	-2	-2	9
Cc1nc(N)sc1-c1csc(Nc2ccccc2)n1
 : -23	-2.9	81*	10	-1	2	8	-2	-24
CCOC(=O)C1(CCOC)CCN(Cc2cccc(OCc3ccccc3)c2)CC1
 : 8	1.4	0	1	-5	-4	-3	6	-4
Cn1cccc1/C=N/NC(=O)c1cccs1
 : 1	-0.1	5	-1	-1	0	-2	-4	-2
Cc1ccc(CCNC(=O)CCSCc2ccc(Cl)cc2)cc1
 : 0	-0.2	4	1	-2	-5	-2	5	-4
CC1C[N+](=C2C=C(N3CCOCC3)CC(C)(C)C2)CC(C)O1 (stereo not drawn)
 : -4	-0.2	0	-1	5	0	0	1	-4
COc1ccc(-c2nc(CCNC(=O)c3ccco3)cs2)cc1OC
 : -4	0.5	38	1	1	3	3	-5	3
O=C(CCCc1c[nH]c2ccccc12)N1CCOCC1
 : 1	0.8	6	-8	5	-3	-5	0	7
COc1cccc(CNc2ccc([N+](=O)[O-])c(NCC(=O)O)n2)c1
 : 2	1.6	0	-3	0	-2	0	-4	-4
CC(C)[C@H](N)C(=O)OCCOCn1cnc2c(=O)[nH]c(N)nc21
 : 2&4	3.1&-4.5	6&0	0&-5	-7&-4	3&2	-3&1	-3&-3	1&8
Cn1c(=O)c2c(nc(SCCN3CCOCC3)n2Cc2ccccc2Cl)n(C)c1=O
 : 6	-0.8	1	-4	-3	8	1	-2	1
CCN(CC)c1ccc(NC(=O)COc2ccccc2C#N)cc1S(=O)(=O)Nc1ccc(OC)cc1
 : -4	2.4	6	0	-15	5	1	1	13
CC(=O)c1ccc(NS(=O)(=O)c2ccc(N/C=C/C(=O)c3ccc(F)cc3)cc2)cc1
 : 3	1.4	5	0	-23	-1	4	15	9
Clc1ccc(-c2noc(CN3CCCC3)n2)cc1
 : -3	-0.5	-5	-1	-5	-5	2	-1	3
Cc1ccc(NC(=O)CSC2=NCCN2)cc1
 : 4	1.2	0	4	-11	-2	2	-7	7
NC(=O)C1CCN(CC(=O)Nc2cccnc2Cl)CC1
 : -1	-0.7	0	3	-5	-2	-1	1	2
CCc1cccc(NS(=O)(=O)c2ccc3c(c2)oc(=O)n3C)c1
 : 3	2.1	-2	-1	9	-2	-2	2	6
CCOC(=O)C1CCN(C(C(=O)Nc2ccc3c(c2)OCCO3)c2ccccc2)CC1 (stereo not drawn)
 : 9	3.1	0	2	4	5	-3	11	-7
CC1CCc2c(sc(NC(=O)C3c4ccccc4Oc4ccccc43)c2C(N)=O)C1 (stereo not drawn)
 : 0	0.4	4	-2	-4	4	1	11	7
O=C(O)CCSc1nnnn1-c1ccccc1
 : 6	-0.3	-1	-104	-1	0	1	-4	6
CCN1CNC(=S)N(CCc2ccccc2)C1
 : -7	0.9	3	2	2	-2	4	-9	-11

No enrichment for hits; about 5.6% have a hit in one of these screens.
